Source: PubChem BioAssay (several laboratories)
KCNQ1 block = inhibitors of human KCNQ1 potassium channel | hit rate 1.3% among 310,000 | CHO-K1 KCNQ1, FluxOR thallium flux fluorescence; stronger effect = higher value | B-score at 10 µM | P51787;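 active = compounds whose thallium flux B-score, printed positive for inhibition, exceeds three library SD while starting fluorescence stays within three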;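 also: channel opened by potassium depolarization with thallium stimulus after 20 min compound exposure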
Target sequence (P51787 whole entry, looked up): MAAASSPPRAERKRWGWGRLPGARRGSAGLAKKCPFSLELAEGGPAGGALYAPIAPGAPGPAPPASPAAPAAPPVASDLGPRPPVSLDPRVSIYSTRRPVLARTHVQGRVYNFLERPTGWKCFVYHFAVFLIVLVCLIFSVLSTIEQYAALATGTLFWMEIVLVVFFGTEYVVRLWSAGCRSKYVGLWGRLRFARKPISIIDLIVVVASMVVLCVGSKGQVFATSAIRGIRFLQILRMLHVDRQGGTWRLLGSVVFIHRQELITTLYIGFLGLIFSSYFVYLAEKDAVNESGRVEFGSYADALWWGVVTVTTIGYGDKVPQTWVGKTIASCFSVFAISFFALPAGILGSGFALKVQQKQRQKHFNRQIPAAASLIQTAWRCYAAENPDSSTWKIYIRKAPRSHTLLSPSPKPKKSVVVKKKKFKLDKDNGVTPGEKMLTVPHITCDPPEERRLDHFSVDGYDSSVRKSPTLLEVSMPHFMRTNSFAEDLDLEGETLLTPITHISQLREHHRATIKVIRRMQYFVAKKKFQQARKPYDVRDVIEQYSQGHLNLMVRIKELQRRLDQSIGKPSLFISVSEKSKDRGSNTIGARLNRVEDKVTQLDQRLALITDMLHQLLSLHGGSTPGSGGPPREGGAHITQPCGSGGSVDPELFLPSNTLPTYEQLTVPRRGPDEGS
GSK3B inh = blocks human GSK3beta kinase activity; GST-GSK3beta kinase, ADP-Glo luminescence, 60 min; stronger effect = lower value; activity score (negative = inhibition), % at 10 µM; P49841; hit rate 0.038% among 300,000;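 active = more than half of replicate wells score below -50%, meaning over 50% inhibition versus plate controls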;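 also: 0% = median DMSO wells and -100% = median GW8510 positive control wells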
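Test system: GST-fused GSK3beta enzyme, cell-free | Quantity: 1.6 ng GST-GSK3beta enzyme per well | Reagent: 25 µM ATP with peptide substrate | Schedule: 60 min enzyme reaction, room temperature | Signal: Luminescent ADP-Glo measurement of ADP formed | Read-out basis: Score relative to plate controls | Control set: DMSO and 20 µM GW8510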
GSK3 alpha inh = human GSK-3 alpha kinase inhibition; P49840; hit rate 0.1% among 320,000; AID 2650; ADP-Glo luminescence, 60 min; inhibition, % at 10 µM;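 in the data active = inhibition above about 50%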;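 also: GST-tagged GSK-3 alpha with peptide substrate and 25 µM ATP; 0% = DMSO neutral wells and 100% = GW8510 positive control wells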
RGS4 act = potentiators or activators of RGS4 | HEK293 M3R/inducible RGS4, carbachol calcium flux Fluo4; stronger effect = lower value | B-score at 10 µM | hit rate 0.92% among 310,000;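 active = B-score of the integrated calcium signal more than 4 SD below the library mean, with starting fluorescence not abnormally high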;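 also: negative B-score means reduced calcium response which marks RGS4 activation or potentiation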
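Detection: kinetic calcium fluorescence imaging with Fluo4-AM dye, 2 µM / Material: HEK293 cells with stable M3R and inducible RGS4 / Schedule: recording 10 s baseline at 1 Hz, 100 s post-agonist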
DYRK1A inh = inhibitors of rat Dyrk1A kinase. Q63470. ADP-Glo luminescence, NFATc1 peptide. inhibition, % at 12.5 µM. hit rate 0.43% among 310,000. AID 504441; in the data active = inhibition above about 50%;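 also: plate controls were vehicle with enzyme for no effect and no enzyme for full effect; many of its hits are not listed in these tables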
KCNK9 block = blocks the human KCNK9 two-pore domain potassium channel. hit rate 1.2% among 310,000. AID 488922. B-score at 10 µM. Q9NPC2. HEK293 KCNK9, FluxOR thallium flux fluorescence; stronger effect = lower value;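 active = ratio B-score over 3 SD below the library mean, with starting fluorescence within 5 SD of its mean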;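 also: negative B-score means less thallium flux so channel inhibition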
PolyA inhibitor = blocks polyadenylation in yeast reporter cells | calls only at 12 µM | AID 1875 | hit rate 0.02% among 300,000 | S. cerevisiae SKY197-pL101 polyadenylation reporter, beta-gal luminescence; efflux-impaired pdr1/pdr3 knockout yeast; score 100 = 6 SD above DMSO;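 active = lowest replicate activity score at least 50, where 100 means six control SD above control mean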;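 also: yeast exposed to compound for 9 h at 30 °C; higher score means more reporter readthrough which indicates perturbed polyadenylation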
KCNK3 inh = human KCNK3 channel inhibition, primary screen. O14649. CHO-KCNK3 thallium flux, FluxOR fluorescence; stronger effect = lower value. B-score at 10 µM. hit rate 0.84% among 340,000;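 active = B-score under library mean minus 4 SD, starting fluorescence ratio at most library mean plus 5 SD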;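 also: more negative B-score means stronger inhibition of thallium flux through KCNK3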
Target sequence (O14649 whole entry, looked up): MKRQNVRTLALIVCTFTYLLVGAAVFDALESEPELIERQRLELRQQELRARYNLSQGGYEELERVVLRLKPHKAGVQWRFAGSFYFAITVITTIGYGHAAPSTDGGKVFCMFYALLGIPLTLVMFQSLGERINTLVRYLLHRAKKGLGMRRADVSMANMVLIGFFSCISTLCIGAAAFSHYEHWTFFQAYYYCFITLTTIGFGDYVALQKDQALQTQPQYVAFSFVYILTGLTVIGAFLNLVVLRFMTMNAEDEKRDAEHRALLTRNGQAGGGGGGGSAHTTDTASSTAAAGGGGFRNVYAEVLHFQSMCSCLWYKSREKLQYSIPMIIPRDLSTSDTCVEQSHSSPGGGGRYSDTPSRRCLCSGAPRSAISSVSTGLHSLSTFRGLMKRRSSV
hERG rescue = shields human hERG channel from block by proarrhythmic agents | Q12809 | activation (rescue from dofetilide block), less the hit threshold, % at 10 µM | hit rate 0.51% among 310,000 | CHO-hERG, FluxOR thallium flux, dofetilide IC70 present;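 active = activation above the mean of controls blocked by dofetilide plus 5 SD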;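 also: thallium influx through hERG after potassium depolarization seen as dye fluorescence rise; in these data hits start at about 4.7%; inactives centre near -7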
RGS4 block = human RGS4 inhibition; B-score at 10 µM; hit rate 0.45% among 310,000; HEK293 M3R/RGS4 inducible, Fluo-4 calcium flux; stronger effect = higher value; triggered by carbachol at its EC20; AID 463165; P49798;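 active = B-score, a plate-corrected calcium signal, over three deviations above library mean, with baseline fluorescence within five deviations of library mean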;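 also: RGS4 expression induced by doxycycline in cells with stable M3 receptor; B-score is computed from the integrated fluorescence ratio over baseline after carbachol; higher B-score means a larger calcium signal and so more RGS4 inhibition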
KCNQ1 act = potentiators or activators of human KCNQ1 potassium channel. P51787. CHO-K1 KCNQ1, thallium flux FluxOR fluorescence; stronger effect = higher value. B-score at 10 µM. hit rate 0.35% among 310,000. AID 2648;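 active = fluorescence ratio B-score, a plate-corrected score, at least three library SD, with initial intensity B-score within 5 SD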
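assay system = KCNQ1-transfected CHO-K1 cells | medium = assay buffer with matched DMSO | probe or stimulus = depolarizing K+/Tl+ stimulus, K2SO4 and Tl2SO4 each 12.5 mM in 5x stock | dosing = single dose | incubation = dye 90 min, compound 20 min, room temperature | detection = kinetic FluxOR fluorescence, 10 s baseline plus 110 s post-stimulus | evaluation = ratio B score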
* marks the source's active call; other numbers are inactive results.

What do the screens show for `COc1ccccc1NC(=O)Cc1c(F)cccc1Cl`?
KCNQ1 block: inactive; GSK3B inh: 2; GSK3 alpha inh: 0; RGS4 act: inactive; DYRK1A inh: 3; KCNK9 block: inactive; PolyA inhibitor: inactive; KCNK3 inh: inactive; hERG rescue: -8; RGS4 block: inactive; KCNQ1 act: inactive

Results for CN(C(=O)COC(=O)/C=C/c1ccc(C(F)(F)F)cc1)c1c(N)n(Cc2ccccc2)c(=O)[nH]c1=O ?
KCNQ1 block: inactive; GSK3B inh: 4; GSK3 alpha inh: 0; RGS4 act: inactive; DYRK1A inh: -10; KCNK9 block: inactive; PolyA inhibitor: inactive; KCNK3 inh: inactive; hERG rescue: -13; RGS4 block: inactive; KCNQ1 act: inactive

How did Nc1nc(-c2cccs2)c(-c2cccs2)s1 do in these assays?
KCNQ1 block: inactive; GSK3B inh: -1; GSK3 alpha inh: 0; RGS4 act: inactive; DYRK1A inh: 5; KCNK9 block: -8.8*; PolyA inhibitor: inactive; KCNK3 inh: inactive; hERG rescue: -13; RGS4 block: inactive; KCNQ1 act: inactive

Results for OCCN1CCN(Cc2cc(Cl)c3cccnc3c2O)CC1 ?
KCNQ1 block: inactive; GSK3B inh: 4; GSK3 alpha inh: 0; RGS4 act: inactive; DYRK1A inh: -4; KCNK9 block: inactive; PolyA inhibitor: inactive; KCNK3 inh: inactive; hERG rescue: -10; RGS4 block: inactive; KCNQ1 act: inactive

What do the screens show for `COC(=O)c1ccccc1NC(=O)C1CCCN(S(C)(=O)=O)C1` (stereo not given)?
KCNQ1 block: inactive; GSK3B inh: 2; GSK3 alpha inh: -1; RGS4 act: inactive; DYRK1A inh: -4; KCNK9 block: inactive; PolyA inhibitor: inactive; KCNK3 inh: inactive; hERG rescue: 4; RGS4 block: inactive; KCNQ1 act: inactive

Results for N#Cc1cc(N2CCCCC2)c([N+](=O)[O-])cc1C#N ?
KCNQ1 block: inactive; GSK3B inh: 1; GSK3 alpha inh: 0; RGS4 act: inactive; DYRK1A inh: 2; KCNK9 block: inactive; PolyA inhibitor: inactive; KCNK3 inh: inactive; hERG rescue: -4; RGS4 block: inactive; KCNQ1 act: inactive

How did O=C(NCCC(=O)N1CCN(c2ncccn2)CC1)c1ccccc1Cl do in these assays?
KCNQ1 block: inactive; GSK3B inh: -2; GSK3 alpha inh: -1; RGS4 act: inactive; DYRK1A inh: -6; KCNK9 block: inactive; PolyA inhibitor: inactive; KCNK3 inh: inactive; hERG rescue: -9; RGS4 block: inactive; KCNQ1 act: inactive

What do the screens show for `O=c1cc2c(nn1Cc1c(Cl)cccc1Cl)-c1ccccc1CC2`?
KCNQ1 block: inactive; GSK3B inh: -2; GSK3 alpha inh: -2; RGS4 act: inactive; DYRK1A inh: 1; KCNK9 block: inactive; PolyA inhibitor: inactive; KCNK3 inh: inactive; hERG rescue: -5; RGS4 block: inactive; KCNQ1 act: 9*

How did CCOCC(O)CNC(=O)c1ccc2nc(Cc3ccc(OC)c(OC)c3)oc2c1 (stereo not given) do in these assays?
KCNQ1 block: inactive; GSK3B inh: 2; GSK3 alpha inh: 7; RGS4 act: inactive; DYRK1A inh: -3; KCNK9 block: inactive; PolyA inhibitor: inactive; KCNK3 inh: inactive; hERG rescue: 3; RGS4 block: inactive; KCNQ1 act: inactive

How did NC(=O)CS(=O)(=O)c1nc2ccccc2n1CC(=O)N1CCCCC1 do in these assays?
KCNQ1 block: inactive; GSK3B inh: -3; GSK3 alpha inh: -1; RGS4 act: inactive; DYRK1A inh: 25; KCNK9 block: inactive; PolyA inhibitor: inactive; KCNK3 inh: inactive; hERG rescue: -5; RGS4 block: inactive; KCNQ1 act: inactive

How did NCCN=C1NS(=O)(=O)c2ccccc21 do in these assays?
KCNQ1 block: inactive; GSK3B inh: -3; GSK3 alpha inh: -2; RGS4 act: inactive; DYRK1A inh: 9; KCNK9 block: inactive; PolyA inhibitor: inactive; KCNK3 inh: inactive; hERG rescue: -4; RGS4 block: inactive; KCNQ1 act: inactive

How did O=C(Oc1ccc(-n2cnnn2)cc1)c1ccco1 do in these assays?
KCNQ1 block: inactive; GSK3B inh: 1; GSK3 alpha inh: -2; RGS4 act: inactive; DYRK1A inh: 7; KCNK9 block: inactive; PolyA inhibitor: inactive; KCNK3 inh: inactive; hERG rescue: -4; RGS4 block: inactive; KCNQ1 act: inactive

How did COC(=O)c1c(C(=O)OC)c2n(c1C)CCS2 do in these assays?
KCNQ1 block: inactive; GSK3B inh: -1; GSK3 alpha inh: -1; RGS4 act: inactive; DYRK1A inh: 2; KCNK9 block: inactive; PolyA inhibitor: inactive; KCNK3 inh: inactive; hERG rescue: -4; RGS4 block: inactive; KCNQ1 act: inactive

Results for CC(C)CNS(=O)(=O)c1ccc(CCC(=O)NCCc2ccccc2)cc1 ?
KCNQ1 block: inactive; GSK3B inh: -1; GSK3 alpha inh: -2; RGS4 act: inactive; DYRK1A inh: -3; KCNK9 block: inactive; PolyA inhibitor: inactive; KCNK3 inh: inactive; hERG rescue: 1; RGS4 block: inactive; KCNQ1 act: inactive

What do the screens show for `COC(=O)C(Cc1ccc(O)cc1)NC(=O)C1CCN(S(=O)(=O)c2ccc(C)cc2)CC1` (stereo not given)?
KCNQ1 block: inactive; GSK3B inh: -2; GSK3 alpha inh: 0; RGS4 act: inactive; DYRK1A inh: -2; KCNK9 block: inactive; PolyA inhibitor: inactive; KCNK3 inh: inactive; hERG rescue: -6; RGS4 block: inactive; KCNQ1 act: inactive

What do the screens show for `Cc1[nH]c2ccccc2c1Cc1nnc(SCCC#N)o1`?
KCNQ1 block: inactive; GSK3B inh: 1; GSK3 alpha inh: -1; RGS4 act: inactive; DYRK1A inh: 1; KCNK9 block: inactive; PolyA inhibitor: inactive; KCNK3 inh: inactive; hERG rescue: -12; RGS4 block: inactive; KCNQ1 act: inactive

How did CCCCNS(=O)(=O)c1ccc2c(c1)oc(=O)n2CC(=O)OCC do in these assays?
KCNQ1 block: inactive; GSK3B inh: -3; GSK3 alpha inh: 1; RGS4 act: inactive; DYRK1A inh: 2; KCNK9 block: inactive; PolyA inhibitor: inactive; KCNK3 inh: inactive; hERG rescue: -9; RGS4 block: inactive; KCNQ1 act: inactive

How did COc1ccc(S(=O)(=O)NCCCCCC(=O)NCCCN2CCOCC2)cc1 do in these assays?
KCNQ1 block: inactive; GSK3B inh: 5; GSK3 alpha inh: 7; RGS4 act: inactive; DYRK1A inh: -2; KCNK9 block: inactive; PolyA inhibitor: inactive; KCNK3 inh: inactive; hERG rescue: -9; RGS4 block: inactive; KCNQ1 act: inactive

What do the screens show for `CC(=O)Nc1ccc(NC(=O)CSc2ccc(-c3cccs3)nn2)cc1`?
KCNQ1 block: inactive; GSK3B inh: 0; GSK3 alpha inh: -2; RGS4 act: inactive; KCNK9 block: inactive; PolyA inhibitor: inactive; KCNK3 inh: inactive; hERG rescue: -4; RGS4 block: inactive; KCNQ1 act: inactive

What do the screens show for `COC(=O)c1ccc2c(=O)n(CCO)c(=S)[nH]c2c1`?
KCNQ1 block: inactive; GSK3B inh: -2; GSK3 alpha inh: 1; RGS4 act: inactive; DYRK1A inh: -3; KCNK9 block: inactive; PolyA inhibitor: inactive; KCNK3 inh: inactive; hERG rescue: -3; RGS4 block: inactive; KCNQ1 act: inactive

Results for CC1=CC2=NC(=O)/C(=C\c3cccn3CCOc3cc(C)ccc3C)C(=N)N2O1 ?
KCNQ1 block: inactive; GSK3B inh: 2; GSK3 alpha inh: 1; RGS4 act: inactive; DYRK1A inh: 13; KCNK9 block: -8.8*; PolyA inhibitor: inactive; KCNK3 inh: inactive; hERG rescue: -11; RGS4 block: inactive; KCNQ1 act: inactive

Results for O=C(Cc1ccc(Br)cc1)N/N=C/c1ccc(-c2cccc(C(=O)O)c2)o1 ?
KCNQ1 block: inactive; GSK3B inh: 1; GSK3 alpha inh: 2; RGS4 act: inactive; DYRK1A inh: -4; KCNK9 block: inactive; PolyA inhibitor: inactive; KCNK3 inh: inactive; hERG rescue: -9; RGS4 block: inactive; KCNQ1 act: inactive

Results for Cc1cc(C(F)(F)F)nn1CC(=O)NNC(=S)NCC(C)C ?
KCNQ1 block: inactive; GSK3B inh: -1; GSK3 alpha inh: 0; RGS4 act: inactive; DYRK1A inh: 0; KCNK9 block: inactive; PolyA inhibitor: inactive; KCNK3 inh: inactive; hERG rescue: -7; RGS4 block: inactive; KCNQ1 act: inactive

What do the screens show for `Cc1ccc(S(=O)(=O)N2CCC(=O)N(CCOC(=O)Nc3cccc(Cl)c3)CC2)cc1`?
KCNQ1 block: inactive; GSK3B inh: -2; GSK3 alpha inh: 0; RGS4 act: inactive; DYRK1A inh: -1; KCNK9 block: inactive; PolyA inhibitor: inactive; KCNK3 inh: inactive; hERG rescue: -13; RGS4 block: inactive; KCNQ1 act: inactive

How did CCC(C)(C(=O)Nc1ccc2c(c1)OCCO2)N(C(C)=O)c1ccc(C(N)=O)cc1 (stereo not given) do in these assays?
KCNQ1 block: inactive; GSK3B inh: -2; GSK3 alpha inh: -2; RGS4 act: inactive; DYRK1A inh: 0; KCNK9 block: inactive; PolyA inhibitor: inactive; KCNK3 inh: inactive; hERG rescue: -10; RGS4 block: inactive; KCNQ1 act: inactive

Results for Cc1ccc(S(=O)(=O)N2CCOCC2)cc1NC(=O)CSc1nc(N)cc(=O)[nH]1 ?
KCNQ1 block: inactive; GSK3B inh: -1; GSK3 alpha inh: -2; RGS4 act: inactive; DYRK1A inh: 11; KCNK9 block: inactive; PolyA inhibitor: inactive; KCNK3 inh: inactive; hERG rescue: -9; RGS4 block: inactive; KCNQ1 act: inactive

What do the screens show for `CCOC(=O)N1CCN(c2c(NCCN3CCN(c4ccccc4F)CC3)c(=O)c2=O)CC1`?
KCNQ1 block: inactive; GSK3B inh: 3; GSK3 alpha inh: -2; RGS4 act: inactive; DYRK1A inh: -6; KCNK9 block: inactive; PolyA inhibitor: inactive; KCNK3 inh: inactive; hERG rescue: -12; RGS4 block: inactive; KCNQ1 act: inactive

An excerpt; the hit share may differ from the screen's.
